Assay outcomes deposited in PubChem BioAssay by The Scripps Research Institute Molecular Screening Center.
AHR activator – activators of human aryl hydrocarbon receptor | 320,000 compounds, 2.5% hits | AHR-responsive luciferase reporter cells, luminescence | activation, % at 5 µM; in the data active = activation above about 47%;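 also: 0% = vehicle wells and 100% = reference agonist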
Target sequence (P35869 whole entry, looked up): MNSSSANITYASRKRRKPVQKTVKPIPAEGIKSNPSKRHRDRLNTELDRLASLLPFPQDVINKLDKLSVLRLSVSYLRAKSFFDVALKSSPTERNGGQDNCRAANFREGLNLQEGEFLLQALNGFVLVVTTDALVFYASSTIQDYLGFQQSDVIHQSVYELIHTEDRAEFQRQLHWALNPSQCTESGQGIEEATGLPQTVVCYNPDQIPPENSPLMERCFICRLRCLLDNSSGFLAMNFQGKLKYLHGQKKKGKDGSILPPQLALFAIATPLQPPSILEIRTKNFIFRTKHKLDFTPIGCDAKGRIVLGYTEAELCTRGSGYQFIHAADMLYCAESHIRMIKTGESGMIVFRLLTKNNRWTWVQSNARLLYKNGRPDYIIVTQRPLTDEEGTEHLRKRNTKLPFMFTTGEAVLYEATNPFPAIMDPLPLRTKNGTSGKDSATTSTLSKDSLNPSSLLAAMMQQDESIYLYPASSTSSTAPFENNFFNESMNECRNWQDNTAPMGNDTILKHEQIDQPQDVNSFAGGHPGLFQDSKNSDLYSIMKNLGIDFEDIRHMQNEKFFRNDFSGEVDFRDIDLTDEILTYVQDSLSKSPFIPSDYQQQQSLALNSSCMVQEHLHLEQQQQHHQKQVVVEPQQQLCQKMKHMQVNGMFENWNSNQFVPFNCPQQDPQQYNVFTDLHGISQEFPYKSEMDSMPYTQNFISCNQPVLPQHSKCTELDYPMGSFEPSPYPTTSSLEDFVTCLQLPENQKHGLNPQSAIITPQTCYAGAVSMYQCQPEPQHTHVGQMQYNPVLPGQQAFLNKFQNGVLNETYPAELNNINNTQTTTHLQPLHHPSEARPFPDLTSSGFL
core dimer inh – HCV core protein dimerization inhibition. TR-FRET GST/Flag-core106 dimerization, 1536-well. inhibition, % at 5 µM. 300,000 compounds, 0.33% hits. AID 1899;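 active = inhibition above the mean of all tested compounds plus 3 SD, set per screening campaign, cut at about 45% in these data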
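Assay system – GST-tagged and Flag-tagged HCV core protein residues 1-106 · Quantity – core106 proteins, GST 13.5 nM and Flag 17 nM · Benchmarks – unlabelled core106 and no-GST-core106 wells · Read-out basis – percent inhibition of core106 dimerization signal · Detection – time-resolved FRET, ex 340 nm, em 617 and 671 nm · Schedule – 4 h at 22.5 °C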
PAFAH2 inh – inhibitors of human PAFAH2. Q99487. recombinant PAFAH2, FP-rhodamine activity probe, fluorescence polarization. inhibition, % at 3.39 µM. 340,000 compounds, 0.99% hits. AID 492956;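 active = inhibition above the mean over all tested compounds plus 3 SD, cut at about 30% in these data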;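 also: inhibitors block probe labeling of enzyme so polarization drops; 0% = enzyme with DMSO and 100% = wells lacking PAFAH2 protein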
Fh CTSL1 inh – counter-screen for PFM18AAP inhibitors: inhibitors of F. hepatica cathepsin L1; inhibition, % at 5.96 µM; 300,000 compounds, 0.49% hits; recombinant F. hepatica cathepsin L1, Z-Leu-Arg-MCA fluorescence;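 active = inhibition above the mean of all tested compounds plus 3 SD, set per screening campaign, cut at about 17% in these data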;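 also: 0% = plate median of test compound wells and 100% = 1 µM Z-Phe-Ala-diazomethylketone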
procasp3 activ – activators of human procaspase-3 | 330,000 compounds, 0.11% hits | recombinant procaspase-3 D3A, Ac-DEVD-pNA absorbance 405 nm | activation, % at 8.5 µM;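 active = activation above the mean of all tested compounds plus 3 SD, cut at about 21% in these data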;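 also: 0% = DMSO alone and 100% = DMSO wells spiked with extra 5 µM PC-3 D3A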
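Assay system: Autoprocessing-dead procaspase-3 D3A mutant enzyme; also added: Ac-DEVD-pNA; doses: one concentration, 8.5 µM nominal, 0.8% DMSO; times: 1 h compound preincubation, 2 h substrate hydrolysis at 25 °C; technique: 405 nm absorbance of p-nitroaniline, reads at 0 and 120 min; measure: % activation between DMSO and enzyme-spiked controls; repeats: single replicate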
PP1 counter – counter-screen for PP5 inhibitors: inhibitors of human PP1-alpha | inhibition, % at 6.7 µM | purified PP1alpha, OMFP fluorescence | 320,000 compounds, 0.9% hits | P62136;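 active = inhibition above the mean inhibition of all tested compounds plus 3 SD, computed separately for each screening campaign, cut at about 15% in these data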
proCasp7 act – counter-screen: procaspase-7 (human) activation; 330,000 compounds, 0.093% hits; P55210; recombinant procaspase-7, Ac-DEVD-pNA absorbance 405 nm; D23A/D198A/D206A triple mutant, cannot self-cleave; scale: DMSO 0, 5 µM enzyme 100; activation, % at 8.5 µM; AID 463210;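 active = percent activation above the screen-wide mean plus 3 SD, cut at about 25% in these data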
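Assay system: Uncleavable procaspase-7 mutant enzyme / Input: 2 µM procaspase-7 mutant as dispensed / Dosing: single nominal 8.5 µM compound dose, 0.8% DMSO final / Timing: 1 h enzyme–compound preincubation and 2 h substrate reaction, both 25 °C / Detection: p-Nitroaniline absorbance at 405 nm, read at 0 and 120 min / Replication: singlicate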
TPT1 inhibitor – inhibitors of Candida albicans tRNA 2'-phosphotransferase TPT1; recombinant caTPT1, FP RNA substrate dephosphorylation; inhibition, % at 5 µM; 300,000 compounds, 0.81% hits; AID 1962;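 active = inhibition above the mean of all tested compounds plus 3 SD, set per screening campaign, cut at about 24% in these data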;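 also: plate controls were DMSO alone for no effect and ferristatin control at 100 nM for full effect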
PP5 inh – PP5 (human) phosphatase inhibition; inhibition, % at 6.7 µM; purified PP5c, OMFP substrate fluorescence; AID 1987; 320,000 compounds, 0.18% hits;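 active = inhibition above the campaign's mean inhibition across all tested compounds plus 3 SD, cut at about 9.5% in these data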;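 also: 0% = DMSO only and 100% = 100 µM cantharidin control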
* = called active by the depositor; · = not tested or not shown.

smiles | AHR activator | core dimer inh | PAFAH2 inh | Fh CTSL1 inh | procasp3 activ | PP1 counter | proCasp7 act | TPT1 inhibitor | PP5 inh
COc1ccc(NC(=O)N2CCCC(c3nc(-c4ccc(F)cc4)no3)C2)cc1 (stereo not given) | 1 | 5 | 2 | 0 | 6 | -5 | 2 | 3 | -4.1
Cc1cc2c(cc1S(=O)(=O)Nc1c(C)cccc1C)n(C)c(=O)c(=O)n2C | -1 | -3 | 4 | 1 | 0 | -3 | -5 | -3 | 1.2
CCOC(=O)NCC(C)(C)CNC(=O)OCC | 0 | -1 | -4 | -1 | 4 | -5 | 3 | -2 | -2.0
COc1ccc2nc3cccc(OC)c3nc2c1 | 23 | -27 | 6 | 19* | -9 | 6 | -2 | -12 | 0.8
COc1ccc(C(c2nnnn2Cc2cccs2)N2CCN(c3ccccc3F)CC2)cc1OC (stereo not given) | 0 | 2 | 9 | 11 | -5 | 1 | -3 | -5 | 1.2
CC(C)Cc1nnc(NC(=O)c2cccc(S(=O)(=O)N3CCN(C)CC3)c2)s1 | 4 | -5 | 5 | 6 | 6 | -1 | -1 | 0 | 1.2
Cc1cc(C)n2nc(SCC(=O)N(CCC#N)c3ccc(F)cc3)nc2n1 | 1 | · | -6 | · | -4 | -3 | 7 | · | 0.1
CCOC(=O)c1[nH]n(-c2ccc(Cl)cc2)c(=O)c1C | 0 | -1 | -8 | -4 | 3 | -1 | 6 | -2 | -0.8
CCC(=O)NC(=S)Nc1c(C)cc(Br)cc1C | -1 | -5 | 0 | 0 | 3 | -1 | 2 | -9 | 1.8
Cc1ccc(CS(=O)(=O)c2cn(CC(=O)N3CCOCC3)c3ccccc23)cc1 | 11 | -3 | 0 | -3 | 1 | -7 | 4 | -1 | 5.9
CC(CCc1ccco1)N(C)S(=O)(=O)c1csc(C(N)=O)c1 (stereo not given) | -1 | -2 | -4 | -1 | 1 | 1 | 4 | -2 | -0.6
Cc1noc(C)c1CSCC(=O)N(C)CC(=O)Nc1ccccc1Cl | 0 | -9 | 12 | 2 | -2 | -5 | 9 | -4 | -0.2
CCOc1ccc(Cn2c(=O)sc3ccccc32)cc1 | 1 | 0 | 3 | 0 | 9 | 5 | 7 | -1 | -0.5
O=C(c1cc(C2CC2)on1)N1CCCC(N2CCN(c3cccc(C(F)(F)F)c3)CC2)C1 (stereo not given) | 5 | 1 | -3 | 0 | 10 | -2 | 4 | -2 | 3.5
CN(CCOc1ccccc1)c1ccc(S(=O)(=O)N2CCCCC2)cn1 | -3 | 15 | 2 | 2 | -16 | -2 | 6 | -3 | 4.8
C#CCOc1nc2c(c(=O)n(C)c(=O)n2C)n1Cc1ccccc1 | 1 | 11 | -1 | -1 | -9 | -1 | 3 | 0 | 0.6
COc1ccc(OC)c(NC(=O)CN2C(=O)COc3ccc(S(=O)(=O)N4CCCC4)cc32)c1 | 2 | 3 | 0 | 0 | 0 | -5 | 4 | -1 | -2.6
CCc1nnc(NC(=O)CSc2ccc(-c3ccccc3OC)nn2)s1 | 1 | 2 | 0 | -13 | 2 | -2 | 8 | -3 | -1.9
O=C(CSc1nc2ccc(NC(=O)C3CCCCC3)cc2s1)NCC1CCCO1 (stereo not given) | 19 | 3 | 0 | -2 | 7 | -1 | 9 | 0 | 2.7
O=C(CN(C(=O)CNC(=O)c1ccco1)c1ccc(F)cc1)NC1CCCC1 | 3 | -12 | -6 | 13 | -5 | -7 | -7 | -3 | -1.4

Complete entries, looked up by structure.
Shown for `COc1ccc(OC)c(NC(=O)CN2C(=O)COc3ccc(S(=O)(=O)N4CCCC4)cc32)c1` = AHR activator = 2; core dimer inh = 3; PAFAH2 inh = 0; Fh CTSL1 inh = 0; procasp3 activ = 0; PP1 counter = -5; proCasp7 act = 4; TPT1 inhibitor = -1; PP5 inh = -2.6
Shown for `CC(CCc1ccco1)N(C)S(=O)(=O)c1csc(C(N)=O)c1` (stereo not given) = AHR activator = -1; core dimer inh = -2; PAFAH2 inh = -4; Fh CTSL1 inh = -1; procasp3 activ = 1; PP1 counter = 1; proCasp7 act = 4; TPT1 inhibitor = -2; PP5 inh = -0.6

(further entries)
smiles | AHR activator | core dimer inh | PAFAH2 inh | Fh CTSL1 inh | procasp3 activ | PP1 counter | proCasp7 act | TPT1 inhibitor | PP5 inh
COc1ccc(NC(NC(=O)c2cccnc2)C(Cl)(Cl)Cl)cc1 (stereo not given) | 10 | -8 | · | -5 | -8 | -14 | 5 | 4 | 3.2
COc1ccc2cc(C(=O)Nc3ccc(S(N)(=O)=O)cc3)sc(=O)c2c1OC | -2 | -1 | -32 | 2 | 1 | 0 | 16 | -5 | 2.5
CNC(=O)Nc1ccc(Cn2cc(C(F)(F)F)ccc2=O)cc1 | 2 | -3 | 1 | 0 | -2 | -3 | 4 | 2 | 0.0
c1ccc2c(N3CCCCC3)nc(N3CCOCC3)nc2c1 | -1 | -1 | 0 | 1 | 8 | -5 | -6 | -4 | 0.9
O=C(CCC1CCCN(C(=O)c2cccnc2)C1)NCc1ccccc1F (stereo not given) | 0 | -3 | 7 | -3 | -1 | -1 | 7 | -1 | 3.0
O=C(NCCc1ccccc1)/C(=C\c1cccc([N+](=O)[O-])c1)NC(=O)c1ccco1 | 3 | 2 | 2 | 1 | 5 | -2 | 1 | -6 | 0.2
COC(=O)C(NC(C)=O)(Nc1ccc(Br)cn1)C(F)(F)F (stereo not given) | 0 | -1 | -2 | -4 | -8 | -4 | 1 | -2 | -1.2
COC(=O)c1cc(-c2ccc(Cl)cc2)n(-c2ccc(S(N)(=O)=O)cc2)n1 | 2 | 3 | -1 | -3 | 4 | 2 | -2 | 1 | 2.4
O=S(Cc1ccc(Br)cc1)Cc1nnc(SCc2ccc(Cl)cc2)n1-c1ccccc1 (stereo not given) | 1 | 10 | 3 | 9 | -1 | 13 | 9 | -1 | 7.7
CN(C)c1ccc(-c2n[nH]c(=S)n2-c2ccccc2)cc1 | 4 | -1 | -3 | 2 | -13 | -2 | -9 | 2 | 0.6

(list continues)
Every second line gives: AHR activator | core dimer inh | PAFAH2 inh | Fh CTSL1 inh | procasp3 activ | PP1 counter | proCasp7 act | TPT1 inhibitor | PP5 inh
> Cn1cc(/C=C2\SC(=S)N(N3CCOCC3)C2=O)c2ccccc21
  107* | -2 | -4 | 3 | -34 | 2 | -29 | 3 | 0.8
> Cc1ccc(OC(=S)Nc2ccc(O)cc2)cc1
  -1 | -5 | 5 | -2 | -14 | 3 | -28 | -4 | 1.5
> O=C(Cc1ccccc1)N/N=C/c1ccccn1
  -1 | -3 | 12 | 4 | 13 | -2 | -9 | -1 | -1.5
> Cc1cc(C)nc(SCc2nnc(SCC(N)=O)o2)n1
  1 | 1 | 5 | 1 | -8 | -1 | 10 | -1 | 0.2
> O=C1CN(C(=O)COC(=O)c2ccc(Br)o2)c2ccccc2N1
  5 | · | 6 | · | 8 | · | 2 | · | ·
> Cc1cccc(N2CN(Cc3ccco3)CNC2=S)c1
  2 | -5 | -7 | 2 | -11 | -5 | -2 | 1 | -1.9
> Cn1c(-c2ccccc2)cnc1NCc1cc2c(cc1[N+](=O)[O-])OCO2
  12 | -1 | -2 | 0 | -8 | -2 | -5 | 1 | 2.1
> COc1ccc(C(=O)c2ccccc2)c(OCC(=O)NC2CC2)c1
  -1 | -4 | -2 | -1 | 3 | 0 | -1 | -7 | 1.2
> Cc1csc2c(N3CCN(C(=S)Nc4ccc(F)cc4F)CC3)ncnc12
  -4 | -2 | 4 | -4 | -12 | 0 | -7 | -5 | 0.0
> CC(OC(=O)CN(C)S(=O)(=O)c1ccc(Cl)cc1)C(=O)Nc1ncc(Cl)cc1Cl (stereo not given)
  -1 | 0 | 2 | -40 | 2 | 1 | -6 | 2 | 4.2
> Cc1ccc(NC(=S)NCC23C=CC(O2)C2C(=O)N(c4ccc(C)cc4)C(=O)C23)cc1 (stereo not given)
  3 | 8 | -5 | 0 | -17 | 4 | -31 | 2 | 4.1
> O=C(COC(=O)CCN1C(=O)/C(=C\C=C\c2ccccc2)SC1=S)Nc1ccc(Br)cc1
  -1 | 14 | 1 | 3 | -13 | 14 | -14 | 13 | 0.7
> O=C(CNC(=O)c1ccc2c(c1)OCO2)Nc1cccc(Br)c1
  22 | · | 3 | · | 0 | -5 | 14 | · | -2.4
> CCOc1ccc(S(=O)(=O)N2CCC(C(=O)N3CCN(Cc4ccccc4)CC3)CC2)cc1
  0 | 4 | -9 | -3 | -2 | -1 | 1 | -1 | 4.7
> COc1ccc(/C=C2\SC(=O)N=C2N)cc1
  6 | -7 | -2 | -2 | -5 | -2 | -4 | 0 | 2.8
> COc1ccc(CCNC(=O)CS(=O)(=O)Cc2nc(-c3ccccc3Cl)oc2C)cc1OC
  -1 | -1 | 4 | -3 | 7 | 0 | -7 | -7 | -0.1
> Cc1occc1-c1nnc(SCC(=O)O)n1-c1ccccc1
  0 | 0 | 4 | 2 | 1 | -4 | -1 | 3 | 2.5
> Cc1cc(C)cc(NC(=O)c2sc3nc4n(c(=O)c3c2C)CCC4)c1
  1 | 9 | 4 | 8 | 4 | -2 | -9 | -1 | 4.8

Records listed so far shown as hits in AHR activator:
SMILES,AHR activator,core dimer inh,PAFAH2 inh,procasp3 activ,TPT1 inhibitor,PP5 inh
Cn1cc(/C=C2\SC(=S)N(N3CCOCC3)C2=O)c2ccccc21,107*,-2,-4,-34,3,0.8

Rewritten as labelled records: entries from further up
SMILES: Cn1c(-c2ccccc2)cnc1NCc1cc2c(cc1[N+](=O)[O-])OCO2
  AHR activator: 12	core dimer inh: -1	PAFAH2 inh: -2	Fh CTSL1 inh: 0	procasp3 activ: -8	PP1 counter: -2	proCasp7 act: -5	TPT1 inhibitor: 1	PP5 inh: 2.1
SMILES: COc1ccc(C(=O)c2ccccc2)c(OCC(=O)NC2CC2)c1
  AHR activator: -1	core dimer inh: -4	PAFAH2 inh: -2	Fh CTSL1 inh: -1	procasp3 activ: 3	PP1 counter: 0	proCasp7 act: -1	TPT1 inhibitor: -7	PP5 inh: 1.2
SMILES: Cc1csc2c(N3CCN(C(=S)Nc4ccc(F)cc4F)CC3)ncnc12
  AHR activator: -4	core dimer inh: -2	PAFAH2 inh: 4	Fh CTSL1 inh: -4	procasp3 activ: -12	PP1 counter: 0	proCasp7 act: -7	TPT1 inhibitor: -5	PP5 inh: 0.0
SMILES: CC(OC(=O)CN(C)S(=O)(=O)c1ccc(Cl)cc1)C(=O)Nc1ncc(Cl)cc1Cl (stereo not given)
  AHR activator: -1	core dimer inh: 0	PAFAH2 inh: 2	Fh CTSL1 inh: -40	procasp3 activ: 2	PP1 counter: 1	proCasp7 act: -6	TPT1 inhibitor: 2	PP5 inh: 4.2
